PKM2 act: PKM2 (human) enzyme activation. P14618. purified PKM2, Kinase-Glo ATP luminescence, activation; response scale: 0% is enzyme alone, no compound. Potency, µM (doses to about 57.5 µM), for the others: top-dose activation, hits mostly activators. 260,000 tested, 0.34% active; also: potency is read from the fitted curve at half-maximal effect; % is scaled to controls: 0 for no effect and ±100 for the full control effect; nearly all actives have a fitted effect of over 55% in size
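Purified hPK-M2 (>95% pure) converted ADP (0.1 mM final) to ATP with 0.5 mM PEP in 50 mM imidazole pH7.2, KCl, MgCl2, Tween 20, BSA; 1 h at room temperature. ATP detected by Kinase-Glo luminescence.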
MLL CXXC-DNA inh: inhibitors of human MLL CXXC domain-DNA interaction | MLL-CXXC / FITC-HOXA9 DNA fluorescence polarization | 290,000 tested, 0.037% active | Potency, µM (doses to about 115 µM), for the others: at the top dose activity change, negative = inhibition, most hits filed as inhibitors; active = well fitted inhibition curve with a large enough effect in the polarisation, with a control signal flat, not every such curve was filed as active; inconclusive = small, poorly fitted or top-dose-only effect, or effect the other way, or a change in a side signal; inactive = no such curve, though single readings can be large or run the other way; the % refers to the polarisation; also: potency is read from the fitted curve at half-maximal effect
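Steps: dispense CXXC domain solution (7 uM) → pin compounds or unlabeled HOX-A9 DNA control → 5 min ambient → add FLSN-HOX-A9 solution (50 nM) → spin → 30 min ambient → fluorescence polarization. Tris pH 7.5/NaCl/DTT/BSA buffer.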
KCNH2 3.1 inh: blocks the human KCNH2 3.1 channel isoform; U2OS KCNH2 3.1, thallium flux FluxOr; hits give low values; activity change, % (tested at about 1.8 µM); 340,000 tested, 0.95% active; AID 720553;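 active = maximum activity change below -70%; inconclusive = maximum activity change from -70% to -50%; inactive = maximum activity change above -50%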;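 also: thallium influx rate constant from kinetic fluorescence after stimulation buffer; % is scaled to controls: 0 for no effect and ±100 for the full control effect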
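Virally transduced U2OS (3.1 isoform, 4 h infection in dark at RT) → overnight 37 C → FluxOr + Red40 in HBSS/HEPES, 45 min → stimulation buffer, 2 min kinetic read → rate constant vs DMSO controls.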
Menin MLL FP TR: displaces Texas Red mutant MLL peptide from human menin | O00255 | Menin + Texas Red MLL mutant peptide, fluorescence polarization | Potency, µM (top dose mostly 61.6 µM), inactives show at the top dose FP activity change, negative = inhibition, most hits filed as inhibitors | 270,000 tested, 0.23% active; active = well fitted inhibition curve with a large enough effect in the polarisation, with a control signal flat, not every such curve was filed as active; inconclusive = small, poorly fitted or top-dose-only effect, or effect the other way, or a change in a side signal; inactive = no such curve, though single readings can be large or run the other way; the % refers to the polarisation; also: potency is read from the fitted curve at half-maximal effect; % of control where 0% means no effect; many of its hits are not listed in these tables
Target sequence (O00255 whole entry, looked up): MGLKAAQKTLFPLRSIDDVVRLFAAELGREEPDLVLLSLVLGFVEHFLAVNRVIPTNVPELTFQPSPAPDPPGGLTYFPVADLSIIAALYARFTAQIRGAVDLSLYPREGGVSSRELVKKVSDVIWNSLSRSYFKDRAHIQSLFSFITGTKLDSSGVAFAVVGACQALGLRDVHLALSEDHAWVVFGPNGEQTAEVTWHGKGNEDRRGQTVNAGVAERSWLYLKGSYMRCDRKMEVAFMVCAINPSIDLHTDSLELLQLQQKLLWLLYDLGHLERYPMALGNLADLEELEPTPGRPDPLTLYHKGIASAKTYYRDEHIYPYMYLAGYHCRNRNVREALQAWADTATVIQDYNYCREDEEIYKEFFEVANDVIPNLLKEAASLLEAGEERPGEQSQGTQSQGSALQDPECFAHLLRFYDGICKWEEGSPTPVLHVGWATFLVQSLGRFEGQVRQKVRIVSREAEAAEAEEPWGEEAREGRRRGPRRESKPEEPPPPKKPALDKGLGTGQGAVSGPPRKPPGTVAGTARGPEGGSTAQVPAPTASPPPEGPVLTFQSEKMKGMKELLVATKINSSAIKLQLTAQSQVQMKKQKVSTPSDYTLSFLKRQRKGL
GALK inh: inhibitors of human galactokinase; P51570; Potency, µM (titrated, usually from 57.5 µM), for the others: at the highest dose activity change, negative = inhibition, hits mostly inhibitors; AID 1868; 270,000 tested, 0.007% active; Purified GALK, Kinase-Glo residual ATP luminescence; also: potency is read from the fitted curve at half-maximal effect; % is scaled to controls: 0 for no effect and ±100 for the full control effect
Target sequence (P51570 whole entry, looked up): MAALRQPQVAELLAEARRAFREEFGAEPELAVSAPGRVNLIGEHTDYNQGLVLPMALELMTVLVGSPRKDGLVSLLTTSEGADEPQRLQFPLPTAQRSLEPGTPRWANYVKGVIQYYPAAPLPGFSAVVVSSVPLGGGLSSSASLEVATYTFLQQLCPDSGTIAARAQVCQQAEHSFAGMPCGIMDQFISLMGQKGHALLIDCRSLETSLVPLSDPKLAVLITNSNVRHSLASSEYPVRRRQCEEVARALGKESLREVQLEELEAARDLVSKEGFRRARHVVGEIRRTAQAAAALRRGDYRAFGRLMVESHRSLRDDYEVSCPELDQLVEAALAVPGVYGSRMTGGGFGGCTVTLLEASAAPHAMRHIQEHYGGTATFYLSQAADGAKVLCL
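ATP-depletion format; final 35 uM ATP, 100 uM D-galactose, 5 nM enzyme; pH 8.0 HEPES/Mg2+ buffer; 60 min RT; luminescence read 10 min after detection reagent.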
B2AR arrestin: recruits beta-arrestin to the human beta2-adrenergic receptor; beta-arrestin recruitment to beta2AR, cell-based reporter; Potency, µM (highest dose often 46.1 µM), for inactives: at the highest dose activation, usual class: activators; 330,000 tested, 0.02% active; AID 492947;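 also: potency is read from the fitted curve at half-maximal effect; 0% = DMSO controls and full agonism = EC100 isoproterenol or metaproterenol; nearly all actives have a fitted effect of over 65% in size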
KCNH2 WT inh: KCNH2 (human, wildtype) channel inhibition; activity change, % at 1.84 µM; 340,000 tested, 0.37% active; AID 720551; U2OS, BacMam KCNH2, thallium flux FluxOr; hits give low values; Q12809;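 active = maximum activity change below -70%; inconclusive = maximum activity change between -70% and -50%; inactive = maximum activity change above -50%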; also: % is scaled to controls: 0 for no effect and ±100 for the full control effect
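U2OS cells transduced with wild-type KCNH2 virus are loaded with FluxOr dye for 45 min, and thallium flux is measured in kinetic reads before and after stimulation buffer. Rate constants are normalized to DMSO controls.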
Giardia kill: Giardia lamblia killing; 340,000 tested, 0.15% active; Giardia lamblia trophozoite viability; activity change, % at 7.66 µM, hits read low; in the data active = activity change below about -80%; inconclusive = between about -30% and that limit;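 also: parasites exposed to compound for two days anaerobically before the ATP read; % is scaled to controls: 0 for no effect and ±100 for the full control effect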
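Compounds were tested on trophozoites seeded at 100 cells/well and held 48 hrs at 37 deg C anaerobically. An ATP-based luminescent kit measured the remaining live cells.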
TRPV1 ag: agonists of human vanilloid receptor 1 (TRPV1); Q8NER1; TRPV1-expressing cells, Fluo-8 calcium influx, agonist mode; activation, % at 8.33 µM; 320,000 tested, 0.19% active; in the data active = activation above about 80%; inconclusive = between about 30% and that limit; also: 0% is about no effect
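Cells expressing TRPV1 were dye-loaded with Fluo-8 and read kinetically: 10 s baseline, 3 min after compound (agonist portion), then 2 min after EC20 capsaicin (allosteric enhancer portion). Calcium-bound dye fluorescence at 480/520 nm.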
Coupling enz: coupling enzyme interference in Giardia aldolase counter-screen; coupling enzyme system counterscreen, AmpLite Red fluorescence; activity change, negative = inhibition, % at 58.2 µM, hits read low; 290,000 tested, 0.67% active; in the data active = activity change below about -30%; also: % is scaled to controls: 0 for no effect and ±100 for the full control effect
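Final compound at 57.5 uM, incubated 10 min at RT with coupling enzyme reagent (glyceraldehyde-3-phosphate), then 20 min with substrate and AmpLite Red detection. Fluorescence read at 525/598 nm; tests interference with the coupling assay, not aldolase inhibition.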
USP2a inh: blocks human ubiquitin-specific protease USP2a; Potency, µM (doses to about 38.3 µM), inactives show top-dose activity change, negative = inhibition, actives largely listed as inhibitors; 330,000 tested, 0.01% active; USP2 core, Ub-CHOP2 coupled fluorogenic reporter, 485/531; AID 463254; O75604;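 also: potency is read from the fitted curve at half-maximal effect; plate controls were DMSO wells for no effect and full inhibition by NEM control for full effect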
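Deubiquitinase activity read as fluorescence (485/531 nm) after Ub-CHOP2 cleavage activates the enterokinase reporter on its substrate; USP2 core 10nM, Ub-CHOP2 and substrate 25nM each, 30min compound preincubation then 60min RT; data normalized to NEM, curves fitted.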
An asterisk follows results filed as active; ? = inconclusive; / = no result given; [ ] = dose if it differs, or a comment. Unless noted, calls follow the shape of the dose curve; as a rule, active = well fitted curve in the direction sought with a large enough effect; inconclusive = small, poorly fitted or top-dose-only effect, or another doubt; inactive = no such curve, though single readings can be large; an effect the other way counts as inactive or inconclusive. This is a subset, so the mix of outcomes need not match the whole.

SMILES	PKM2 act	MLL CXXC-DNA inh	KCNH2 3.1 inh	Menin MLL FP TR	GALK inh	B2AR arrestin	KCNH2 WT inh	Giardia kill	TRPV1 ag	Coupling enz	USP2a inh
O=C(Nc1ccc(Cl)c([N+](=O)[O-])c1)Nc1nc2ccccc2s1	-4.2%	-15.9%	/	?	5.0%	0.2%	/	/	3.8	2.4	-3.1%
NS(=O)(=O)c1ccc(CNC(=O)NC23CC4CC(CC(C4)C2)C3)cc1	-4.6%	2.0%	3.1	-6.7%	1.2%	-0.4%	-3.2	5.2	12.6	0.6	-2.7%
O=C1Nc2ccc(Cl)cc2C(=O)C1(F)c1ccccc1 (stereo not given)	-5.6%	0.5%	0.8	/	-3.2%	-0.1%	0.0	-9.6	1.3	-2.6	5.5%
c1ccc(N2CCCCC2)c(NC2=NCCC2)c1	-5.7%	-1.7%	1.4	-6.7%	7.4%	0.3%	3.5	-10.4	-0.8	-1.1	1.6%
Cn1c(C(=O)N2CCCC(C(=O)N3CCN(C(=O)c4ccco4)CC3)C2)cc2sccc21 (stereo not given)	4.3%	5.9%	3.5	1.8%	1.6%	-1.7%	14.1	4.4	0.0	2.2	-1.2%
Cc1ccc(NC(=O)COC(=O)CCc2nc3ccccc3c(=O)[nH]2)c(Br)c1	6.8%	-1.6%	2.2	-7.3%	0.7%	0.4%	-4.3	-11.7	-2.6	1.5	7.6%
COCc1nnc(NC(=O)c2ccc(S(=O)(=O)N3CCCc4ccccc43)cc2)o1	-1.8%	8.3%	-13.4	?	2.0%	-0.3%	6.1	5.8	-2.4	5.0	1.2%
CCc1ccccc1Nc1nc2ccccc2n1C	-2.0%	-4.0%	1.1	-0.9%	-1.2%	-0.8%	-7.0	-16.6	-2.7	0.9	13.8%
COC(=O)c1cccc(NC(=O)CN2CCN(Cc3ccccc3)CC2)c1	-2.0%	-0.1%	-1.9	?	0.2%	0.0%	10.5	-12.0	4.8	-0.2	1.6%
Cc1ccc(C(=O)CCC(=O)OCC(=O)Nc2nnc(-c3ccccc3)o2)cc1	/	/	2.8	/	/	0.3%	-1.0	4.7	-4.3	/	0.3%
COc1cc(C(C(=O)NC2CCCCC2)N(C(=O)c2cnccn2)c2ccccc2)cc(OC)c1OC (stereo not given)	4.3%	7.4%	24.7	-12.7%	18.3%	0.1%	-14.0	15.3	4.7	2.6	-4.3%
N=c1c(C(=O)NC2CCCC2)cc2c(=O)n3ccccc3nc2n1Cc1ccccc1	-2.6%	13.2%	-77.1*	-7.2%	6.3%	2.9%	-6.1	?	?	-1.8	-0.5%
NC(=O)CS(=O)(=O)c1nc2ccccc2n1Cc1ccccc1F	-1.0%	9.8%	-1.9	-0.1%	-5.1%	0.3%	-26.5	-29.3	-0.2	-0.7	1.1%
CC1(C)CC(CC(=O)O)C(=O)O1 (stereo not given)	-5.8%	1.4%	8.4	-2.1%	3.0%	0.1%	47.0	-10.1	1.7	-4.2	-3.6%
O=C(CN(C1CCCCC1)S(=O)(=O)c1ccc(F)cc1)NC1CC1	-15.0%	-0.3%	3.5	0.7%	2.8%	0.4%	12.5	-6.9	0.0	1.1	-1.5%
COc1ccc(C(=O)c2cn[nH]c2-c2cc(C)ccc2O)cc1	/	-2.2%	13.2	5.8%	6.7%	0.3%	-6.6	18.8	0.3	0.9	0.0%
O=C(O)CSCC(=O)Nc1ccc(C2CCCCC2)cc1	-4.3%	-3.3%	-13.6	11.9%	0.4%	/	-0.8	-29.5	15.8	13.0	/
COc1ccc(O)c(CN2CCCC(N3CCN(c4ccccc4OC)CC3)C2)c1 (stereo not given)	1.6%	-6.0%	7.6	-3.2%	0.1%	-1.1%	-0.2	-4.3	0.7	-1.5	-0.4%
Cc1sc2nc(C3CC3)nc(NCCNS(C)(=O)=O)c2c1C	0.8%	8.1%	-21.9	-2.5%	5.5%	-0.1%	0.0	-2.9	11.8	1.9	0.6%
O=C(NS(=O)(=O)c1ccccc1[N+](=O)[O-])c1ccccc1	-4.5%	13.3%	1.8	/	-6.1%	-0.2%	-9.4	4.5	0.2	/	-2.2%
Nc1nc(NCCCN2CCOCC2)nc(NCc2ccccc2)c1[N+](=O)[O-]	8.4%	-9.5%	-7.2	/	/	1.7%	12.6	-10.0	6.5	2.1	-4.2%
Cc1cc(=O)oc2cc(OCc3ccc(C(=O)OCC(=O)N(C)C4CCS(=O)(=O)C4)cc3)ccc12 (stereo not given)	0.7%	-6.0%	2.6	/	-2.9%	0.3%	2.1	-0.7	0.5	0.1	0.3%
O=C(CCNC(=O)c1ccc(Cl)cc1)NN1C(=O)NC2(CCCCC2)C1=O	/	/	-14.9	/	/	-0.1%	-15.7	-0.4	2.2	/	2.4%
C=CCNc1nc(C2(C)CC3(CC(C)OC3=O)C(=O)O2)cs1 (stereo not given)	-6.4%	4.5%	11.4	-8.3%	-18.2%	-0.4%	-4.0	12.5	1.3	-0.8	0.9%
C[C@H](NC(=O)c1nc[nH]c1C(=O)NCC(=O)OC(C)(C)C)c1ccccc1	-19.0%	0.4%	-20.8	-11.4%	/	3.9%	2.3	16.1	29.5	-2.3	-0.7%
COc1cccc(CNC(=S)Nc2cc(C)cc(C)c2)c1	-0.6%	2.9%	3.5	25.8%	1.6%	-0.2%	10.0	8.2	?	1.7	-0.4%
O=C(Nc1ccc(OC(F)F)c(Cl)c1)c1ccccn1	-8.0%	-3.2%	-27.3	9.7%	-0.1%	-0.2%	/	-4.0	?	-8.8	1.1%
CC(=O)Nc1cccc(C(=O)Nc2cccc(S(=O)(=O)NCc3ccco3)c2)c1	/	/	10.3	/	/	0.2%	18.7	10.8	27.3	/	2.2%
COc1cc(Nc2c3c(nc4ccccc24)CCC3)cc(OC)c1OC	/	4.6%	1.8	-9.5%	-2.7%	-0.1%	-2.8	-13.5	-2.0	-1.2	-2.9%
O=C1C(Cl)=C(N2CCOCC2)C(=O)N1c1ccc(Br)cc1	9.8%	-15.2%	7.2	?	1.8%	-0.6%	-20.2	-17.4	?	3.8	-0.2%
CN(C)CCCN(Cc1ccccc1)C(=S)NCc1ccccc1	-3.2%	3.7%	-13.5	-0.2%	-2.3%	-1.1%	/	-0.9	-1.1	1.1	8.7%
COC(=O)C1=CN(C(C)c2ccccc2)C=C(C(=O)OC)C1c1cc(OC)c(OC)c(OC)c1 (stereo not given)	/	44.3%[activator]	-7.9	-43.5%	2.4%	-0.9%	21.3	0.9	-6.9	-2.6	-10.3%
OC(COc1c(F)cc(Br)cc1F)CN1CCc2ccccc2C1 (stereo not given)	5.4%	5.3%	-44.9	0.6%	2.8%	-1.1%	3.8	-18.6	-5.8	2.0	0.4%
O=C(CSc1nnc(-c2ccccc2)o1)c1nnc(-c2ccccc2)o1	-1.7%	7.1%	-4.8	?	0.0%	0.2%	3.5	17.1	-0.2	-1.2	0.2%
Cc1c(CC(=O)O)c(=O)oc2cc(OCc3ccc(Cl)cc3)ccc12	/	6.8%	-2.1	2.9%	3.6%	0.2%	1.4	-5.3	10.9	10.8	-7.5%
O=C(COc1ccccc1Cl)Nc1ccc2c(c1)C(=O)NC2=O	-1.0%	-12.0%	2.2	/	-6.8%	0.2%	3.7	4.3	-2.7	/	-4.2%
CCOC(=O)CSc1nnc(NC(=O)c2cccc([N+](=O)[O-])c2C)s1	-10.9%	13.4%	-1.2	-5.8%	0.2%	-0.2%	-24.6	14.7	6.4	-0.7	2.7%
COc1ccc(CNC(=O)C2CCCN2C)cc1OC (stereo not given)	7.1%	2.2%	0.6	-11.9%	-2.5%	0.2%	-5.8	5.6	-2.2	-0.6	3.9%
COc1ccc(CNC(=O)COc2ccc(S(=O)(=O)N3CCCCC3)cc2Cl)cc1	-1.1%	0.2%	4.2	/	-1.8%	-0.6%	25.5	-24.3	1.8	/	0.7%
COc1cc(C2N(c3ccccn3)C(=O)C3CCCN32)cc(OC)c1OC (stereo not given)	2.0%	-1.9%	-21.7	7.0%	-1.4%	-0.1%	3.5	0.4	-0.9	-0.2	-0.4%
COc1ccc2c(c1OC)C(=O)N(c1ccccn1)C2	-13.7%	-18.4%	0.6	-12.0%	8.2%	0.0%	6.1	18.4	3.0	0.5	-3.3%
Cc1nn(CC(=O)Nc2ccc3c(c2)nc2n3CCN(C3CCCCC3)C2)c(=O)c2ccccc12	2.5%	-4.9%	-9.9	-2.8%	0.1%	-0.3%	-2.2	8.8	3.0	-6.2	2.3%
Nc1ccc(S(=O)(=O)NCC(=O)OC2CCOC2=O)cc1[N+](=O)[O-] (stereo not given)	/	/	15.6	/	/	-0.2%	3.7	3.7	0.6	/	0.8%
N#Cc1ccccc1Oc1ccc(S(=O)(=O)N2CCCCC2)cn1	/	/	-7.9	/	/	-0.1%	7.0	7.7	18.9	/	0.3%

Screening data deposited in PubChem by National Center for Advancing Translational Sciences (NCATS).
